T cell modulator: T cell immune modulation candidate. 2C CD8+ T cell-vesicle binding, flow cytometry; active compounds read low. calls only at 7 µM. 0.068% of 330,000 active. AID 2052;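 active means response, share of CD8 T cells binding vesicles, and their 90th percentile fluorescence all below set limits, cut at about 80% in these data, passing the limit was not always enough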
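Assay system: 2C TCR transgenic mouse naive CD8+ T cells, MACS-purified | Read-out: CD8+ gate FL2 mean fluorescence as % of same-row positive control | Signal: High-throughput flow cytometry with anti-B7-1 and anti-CD8 staining | Timing: Binding step 1.5 h, 37 °C, antibody labelling 20 min, ice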
human PMI inhibition: inhibitors of human PMI, primary screen, biochemical, fluorescence intensity, coupled assay (AID 1209); one-dose inhibition, % at 20 µM; IC50 in µM for titrated hits; purified PMI enzyme, coupled fluorescence intensity; higher % means a stronger effect; 0.42% of 190,000 active;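 further: plate controls were DMSO vehicle for no effect and wells lacking substrate for full effect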
TNAP activators: stimulation of alkaline phosphatase TNAP activity – biochemical, luminescent, no phosphate acceptor, uHTS, primary screen (AID 1001); purified TNAP, luminescent activation assay, no phosphate acceptor; higher activation fold means a stronger effect; activation fold at 20 µM, or EC50 in µM where a hit was titrated; 0.03% of 200,000 active; in the data active means activation fold from about 3, or a potency from the dose series; inactive means the rest, 99 in 100 with activation fold below about 1.6; further: many of its hits are not listed in these tables
M17LAP inhibition: P. falciparum M17LAP inhibitors, primary screen, biochemical, fluorogenic H-Leu-NHMec substrate, 1536-well (AID 1619); recombinant M17LAP, H-Leu-NHMec fluorogenic kinetic assay; higher % means a stronger effect; inhibition, % at 30 µM; hits with a dose series show IC50 in µM; 0.38% of 220,000 active;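 active means compound inhibiting the enzyme by more than half at any dose during confirmatory dose-response retesting; inconclusive means strong single-dose inhibitors picked by rank but not retested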;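 further: plate controls were full reaction with DMSO carrier for no effect and no enzyme background for full effect; strong numbers were not always called active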
P. falciparum M1AAP: malaria alanyl aminopeptidase activity blockers – biochemical, fluorogenic H-Leu-NHMec substrate, 1536-well (AID 1445); recombinant M1AAP, H-Leu-NHMec fluorogenic kinetic assay; higher % means a stronger effect; inhibition, % at 30 µM; hits with a dose series show IC50 in µM; 0.42% of 220,000 active;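 active means primary inhibition above the hit cutoff, then over 50% inhibition at one or more dose response concentrations, cut at about 23% in these data, passing the limit was not always enough; inconclusive means conflicting primary data, or primary hits not chosen for dose response; inactive means low primary inhibition, or under 50% at every dose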;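 further: plate controls were DMSO full reaction for no effect and no enzyme background for full effect; strong numbers were not always called active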
K1F lysis inhibition: protection from phage-mediated lysis, alamar blue read-out – E. coli UTI89, K1F phage, bacterial capsule biogenesis inhibitors (AID 488966). inhibition, % at 100 µM; hits with a dose series show IC50 in µM. 0.02% of 340,000 active. E. coli UTI89 K1F phage lysis, alamar blue, 2 h; higher % means a stronger effect;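 active means phage lysis inhibition, versus mean bacterial control, above a set limit; inconclusive means no clear call, values can overlap the other calls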;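 further: capsule biogenesis inhibitors block K1F phage lysis so surviving cells raise fluorescence; higher fluorescence means more inhibition of phage lysis; actives were called in the ten point dose series up to 300 µM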
RSV antiviral HEp-2: RSV antiviral activity via CPE protection, HEp-2 cells, primary 10 µM value included (AID 2391); CPE inhibition, % at 10 µM; hits with a dose series show IC50 in µM; 0.13% of 310,000 active; HEp-2 cells, RSV-induced CPE inhibition; higher % means a stronger effect; in the data active means a potency from the dose series; inconclusive means CPE inhibition mostly from about 23% at the one dose, without a potency; inactive means the rest, 99 in 100 with CPE inhibition below about 21%; further: strong numbers were not always called active
West Nile virus CPE: West Nile virus antiviral activity, cell-based, CPE readout (AID 1621). West Nile virus-infected cells, CPE inhibition; higher % means a stronger effect. CPE inhibition, % at 10 µM, or IC50 in µM where a hit was titrated. 0.02% of 290,000 active; in the data active means a potency from the dose series; inconclusive means CPE inhibition mostly from about 3.7% at the one dose, without a potency; inactive means the rest, 99 in 100 with CPE inhibition below about 2.2%; further: strong numbers were not always called active
human PMI inhibitors: human PMI inhibitors, high substrate, primary screen, biochemical, fluorescence intensity, high mannose 6-phosphate (AID 1220). inhibition, % at 20 µM; hits with a dose series show IC50 in µM. recombinant PMI enzyme, coupled fluorescence intensity; higher % means a stronger effect. 0.66% of 190,000 active
T cell modulator vesicle-bound %: further read-out of T cell modulator, marked with its call; double positive events, %; measured here: CD8+ vesicle-bound cell fraction;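 binding gate set so that unloaded-vesicle control wells show 10% double positive cells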
Active calls of the source: *; i = inactive; ? = inconclusive; nt = no result given; [ ] = dose if it differs, or a comment. Unless noted, no stated cut-off is given here; in the data, active means inhibition above about 50%; inactive means the rest.

SMILES	T cell modulator	T cell modulator vesicle-bound %	human PMI inhibition	TNAP activators	M17LAP inhibition	P. falciparum M1AAP	K1F lysis inhibition	RSV antiviral HEp-2	West Nile virus CPE	human PMI inhibitors
COc1cc(NS(=O)(=O)c2ccc(NC(=S)NC(=O)/C=C/c3ccc(OC)c(OC)c3)cc2)ncn1	nt	nt	5%	1.1	4%	7%	-0.9%	1.4%	1.1%	3%
NC(=O)CC[C@@H]1NC(=O)[C@H](Cc2ccc(O)cc2)NC(=O)c2cc([N+](=O)[O-])cc(F)c2OCC[C@@H](C(N)=O)NC1=O	i	32	-22%	1.1	16%	?	0.4%	1.4%	0.7%	-19%
COCCNC(=S)N(c1ccccc1)C(C)C	i	47	14%	1	0%	0%	0.4%	1.8%	0.1%	8%
CCOC(=O)C1=C(C)Nc2nnnn2C1c1cccnc1 (stereo not drawn)	i	28	2%	1.1	2%	8%	5.7%	1.3%	-0.6%	1%
CCOC(=O)C(C(=O)OCC)C(=O)c1cc(OC)c(OC)c(OC)c1	i	24	0%	1	-6%	2%	0.9%	0.4%	0.2%	-4%
CCSc1nc2c(c(=O)[nH]c(=O)n2C)n1C/C=C(/C)Cl	i	28	11%	1	-1%	2%	-0.4%	6.5%	0.5%	5%
COc1ccc(NC(=O)c2ccc(C)cc2)c[n+]1[O-]	i	21	nt	nt	nt	nt	1.9%[50 µM]	1.8%	0.8%	nt
COc1cc(CNc2ccccc2SC)cc(OC)c1OC	i	17	-12%	1.1	10%	-3%	1.3%	1.5%	-0.8%	-24%
O=C(CSC1=NCCS1)Nc1ccc(S(=O)(=O)NC2CCCCC2)cc1	i	35	6%	0.9	9%	3%	-0.3%	nt	-0.3%	-4%
C/C(=N/NC(=O)CNC(=O)COc1cccc(C)c1)c1ccc(Cl)cc1	i	nt	nt	nt	nt	nt	-0.1%	2.8%	-0.1%	nt
COc1ccc(NC(=O)/C(C#N)=C/c2cc(C)n(-c3ccc(N4CCOCC4)c([N+](=O)[O-])c3)c2C)cc1	i	3	11%	1	9%	-2%	1.5%[50 µM]	?	0.1%	3%
Cc1nccc(-c2cccc(N/N=C(\C#N)C(=O)c3ccccc3)c2)n1	i	28	nt	nt	7%	16µM*	-0.1%	15%	-0.3%	nt
CCN(C1CCCCC1)S(=O)(=O)c1ccc(-n2cnnn2)c(C)c1	i	23	nt	nt	nt	nt	0.2%	2.2%	-0.2%	nt
CN[C@H](CC(=O)O)C(=O)O	i	23	nt	nt	nt	nt	1.1%	1.9%	0.3%	nt
COCCN(C(=O)C1CCCC1)c1c(N)n(Cc2ccccc2)c(=O)[nH]c1=O	i	26	-9%	1	-4%	2%	-0.3%	0.1%	1.0%	0%
CN(CCC#N)C(=O)COC(=O)c1ccc(Cl)c(S(N)(=O)=O)c1	i	21	-1%	1	-2%	4%	0.1%	9.8%	-0.2%	3%
Cc1cc(C(=O)N2CCOCC2)c(C)o1	i	33	-16%	1.1	1%	-2%	0.4%	0.9%	-0.5%	-12%
CCOC(=O)c1cc(-c2cccs2)nc2onc(C)c12	i	61	3%	1.1	4%	17%	-2.8%	1.4%	-0.5%	6%
Cc1ccc(S(=O)(=O)CCSc2ccc(C(F)(F)F)cn2)cc1	i	48	nt	nt	2%	-2%	nt	0.8%	-0.5%	nt
O=C1S/C(=C\c2ccc(N3CCOCC3)o2)C(=O)N1c1ccccc1	i	65	14%	1	17%	18%	-0.2%	1.7%	0.4%	54%*

Retrieved one by one from the entries so far, three records:
SMILES	T cell modulator	T cell modulator vesicle-bound %	human PMI inhibition	TNAP activators	M17LAP inhibition	P. falciparum M1AAP	K1F lysis inhibition	RSV antiviral HEp-2	West Nile virus CPE	human PMI inhibitors
CN[C@H](CC(=O)O)C(=O)O	i	23	nt	nt	nt	nt	1.1%	1.9%	0.3%	nt
CCSc1nc2c(c(=O)[nH]c(=O)n2C)n1C/C=C(/C)Cl	i	28	11%	1	-1%	2%	-0.4%	6.5%	0.5%	5%
COc1cc(CNc2ccccc2SC)cc(OC)c1OC	i	17	-12%	1.1	10%	-3%	1.3%	1.5%	-0.8%	-24%

Next part
SMILES	T cell modulator	T cell modulator vesicle-bound %	human PMI inhibition	TNAP activators	M17LAP inhibition	P. falciparum M1AAP	K1F lysis inhibition	RSV antiviral HEp-2	West Nile virus CPE	human PMI inhibitors
Cc1cc(C)cc(NC(=O)COC(=O)c2n[nH]c3ccccc23)c1	i	19	4%	1.4	1%	4%	0.2%	0.3%	-0.5%	2%
COc1ccc(OC)c(C2Nc3c(Cl)ccc(C(=O)O)c3C3C=CCC32)c1 (stereo not drawn)	i	46	-23%	1.1	41%	13%	0.3%	1.3%	1.7%	-9%
Cc1ccc(C)c(NC(=O)CS(=O)(=O)c2cccc3nsnc23)c1	i	58	-6%	1.1	1%	8%	0.1%	-0.2%	-0.3%	-3%
CS(=O)(=O)c1nc(S(=O)(=O)c2ccc(Cl)cc2)c(N2CCC3(CC2)OCCO3)s1	i	30	nt	nt	nt	nt	0.4%	1.3%	2.9%	nt
COC(=O)c1cc(Cl)c(NC(=O)c2ccco2)cc1OC	i	38	14%	1	-2%	3%	1.5%	9.3%	0.5%	7%
Cc1c(C)c2ccc(OCC(=O)NCCCn3ccnc3)c(C)c2oc1=O	i	33	nt	nt	nt	nt	-0.2%	-0.7%	0.2%	nt
Cc1cccc(C)c1OCc1nnc(SCC(=O)Nc2cccc(C(=O)N3CCOCC3)c2)n1C	i	42	-8%	1.1	-7%	1%	3.0%[50 µM]	0.7%	-0.1%	-6%
CSc1ncccc1C(=O)OCC(=O)c1ccc(Br)s1	i	58	5%	1.1	-1%	1%	0.1%	1.3%	-0.8%	8%
CCOC(=O)c1ccccc1NCN1C(=O)CSC1=O	i	14	21%	1.1	-4%	5%	3.6%	0.7%	0.3%	18%
Cc1ccc([C@@H]2[C@@H]3C(=O)N(C)C(=O)[C@@H]3[C@]3(C)C(=O)N(Cc4ccc(-c5ccccc5)cc4)CC(=O)N23)o1	i	16	nt	nt	nt	nt	0.2%	2.2%	-0.8%	nt
COc1ccc2c(Cl)c(-c3nnco3)sc2c1	i	12	-3%	1.1	14%	7%	0.5%	-1.1%	-0.1%	-3%
CCN1C(=O)N[C@@H](CCc2ccccc2)[C@H](C(=O)OC)[C@H]1C	i	20	nt	nt	nt	nt	0.1%	-0.1%	0.1%	nt
CN1C(=O)c2ccc(NC(=O)c3ccc(Cl)cc3Cl)cc2C1=O	i	32	nt	nt	nt	nt	0.1%	0.3%	0.2%	nt
COc1ccc(C2=NC(C)(C)Cc3cc(OC)c(OC)cc32)cc1	i	12	nt	nt	nt	nt	1.1%	0.2%	-0.3%	nt
O=[N+]([O-])c1ccc(NC(=S)NCc2ccncc2)cc1	i	55	-4%	1	13%	8%	0.1%	-1.0%	-0.5%	-5%
Cc1cnc(NC(=O)CSc2nc3ccccc3c(=O)[nH]2)s1	i	40	10%	1.1	21%	2%	4.4%	1.1%	0.2%	13%
O=C(CSc1nnc(NC2CCCCC2)s1)Nc1ccc2c(c1)C(=O)c1ccccc1C2=O	i	33	-48%	1	2%	3%	-0.2%	-0.6%	1.2%	-68%
N#CC1=C(N)Oc2cc(O)ccc2C1c1ccc(Br)s1 (stereo not drawn)	i	46	nt	nt	nt	nt	-1.5%	2.9%	-0.4%	nt
O=C(c1ccccc1)[C@H]1[C@H](c2ccccc2)[C@@]2(N=C(c3ccccc3)OC2=O)C2c3ccccc3C=NN21 (stereo partly drawn)	i	51	-12%	0.9	3%	14%	nt	3.8%	1.5%	-23%
COc1ccc(NC(C)=O)cc1CNC(=O)CN1CCOCC1	i	60	nt	nt	nt	nt	0.2%	4.8%	0.1%	nt
O=c1oc2ccc3ccccc3c2cc1-c1nc2ccccc2o1	i	35	nt	nt	nt	nt	1.7%[50 µM]	2.5%	-1.0%	nt
COc1cccc(CN(C)C(=O)Cc2c[nH]c3ccccc23)c1	i	60	nt	nt	nt	nt	0.0%	2.2%	-0.6%	nt
CC(=O)Nc1nc2c(ccc3ccccc32)s1	i	60	nt	nt	nt	nt	0.1%	7.3%	0.5%	nt
O=C(CN(c1ccccc1)S(=O)(=O)c1ccccc1[N+](=O)[O-])Nc1ccccc1C(=O)N1CCOCC1	i	53	4%	1.1	1%	6%	-0.8%	-1.5%	-0.1%	0%
CC(C)c1ccc(N2C(=NC(=O)C3CC3)SC3CS(=O)(=O)CC32)cc1 (stereo not drawn)	i	9	nt	nt	nt	nt	-0.6%	1.5%	0.0%	nt
CCOc1ccc2nc(N3CCOCC3)nc(C)c2c1	i	10	22%	1.3	-6%	5%	2.8%	6.7%	0.1%	19%
c1ccc2c(NCC3CCCO3)nc(N3CCOCC3)nc2c1 (stereo not drawn)	i	36	nt	1	6%	3%	1.4%	-0.5%	-0.7%	nt
O=C(OCc1cc(=O)n2c(n1)sc1ccccc12)c1ccc(O)cc1	i	22	13%	1.1	7%	4%	2.0%	1.1%	-0.1%	2%
CC(C)(C)NC(=O)CN(c1cccc([N+](=O)[O-])c1)S(=O)(=O)c1ccccc1	i	61	-2%	1.1	-4%	9%	nt	0.8%	0.3%	4%
COc1ccc(C(=O)NC2CC2)cc1OC1CCN(Cc2ccccc2F)CC1	i	30	nt	nt	nt	nt	-0.2%	0.6%	-0.3%	nt
Cc1ccc(NC(=O)NCCCc2ccccc2)cc1	i	20	5%	1.1	2%	4%	0.2%	11%	-0.4%	4%
CN(C)c1oc(-c2ccc(OCc3ccc(Cl)cc3)cc2)nc1C#N	i	26	22%	1	0%	7%	5.9%	nt	-0.8%	13%
CC(C)=C1C2CCC1C1C(=O)N(NC(=O)c3ccco3)C(=O)C21 (stereo not drawn)	i	21	-1%	1.1	-12%	1%	0.0%	1.4%	1.1%	9%
COc1ccc(S(=O)(=O)N2CCCCCC2)cc1C(=O)N(C)CC(=O)Nc1cc(C)ccc1C	i	3	nt	nt	nt	nt	0.0%[50 µM]	0.1%	-0.4%	nt
Cc1cc(Nc2ccc(Br)cc2F)n2nc(C)nc2n1	i	31	-20%	1	5%	-1%	-2.2%	2.9%	-0.5%	-14%

Results in M17LAP inhibition (2 entries from above):
structure | M17LAP inhibition
O=C(OCc1cc(=O)n2c(n1)sc1ccccc12)c1ccc(O)cc1 | 7%
CC(C)(C)NC(=O)CN(c1cccc([N+](=O)[O-])c1)S(=O)(=O)c1ccccc1 | -4%

Outcome played no part in choosing rows; any-hit rate near 1.5%.
